Screens deposited in PubChem BioAssay by several laboratories.
CD11b adhes inh = inhibitors of CD11b/CD18 adhesion to fibrinogen, primary screen, K562 cells, luminescence; ATPlite luminescence; Mn2+ added to activate the integrin; inhibition, % at 10 µM; hit rate 0.54% among 93,000; AID 1497, 2009;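 active = primary inhibition of 50% or more at 10 µM, then 40% or more on retest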; also: some results filed as inactive read as strong as hits
sEH inhibitor = soluble epoxide hydrolase inhibitors, primary screen, biochemical, human sEH; Bifunctional epoxide hydrolase 2 (Homo sapiens), P34913; recombinant human sEH enzymatic activity assay; inhibition, % at 2 µM; hit rate 0.34% among 91,000; AID 707, 2007; in the data active = inhibition above about 80%; also: values of inactives mirror those of a sister screen read the other way; many of its hits are not listed in these tables
Target sequence (P34913 whole entry, looked up): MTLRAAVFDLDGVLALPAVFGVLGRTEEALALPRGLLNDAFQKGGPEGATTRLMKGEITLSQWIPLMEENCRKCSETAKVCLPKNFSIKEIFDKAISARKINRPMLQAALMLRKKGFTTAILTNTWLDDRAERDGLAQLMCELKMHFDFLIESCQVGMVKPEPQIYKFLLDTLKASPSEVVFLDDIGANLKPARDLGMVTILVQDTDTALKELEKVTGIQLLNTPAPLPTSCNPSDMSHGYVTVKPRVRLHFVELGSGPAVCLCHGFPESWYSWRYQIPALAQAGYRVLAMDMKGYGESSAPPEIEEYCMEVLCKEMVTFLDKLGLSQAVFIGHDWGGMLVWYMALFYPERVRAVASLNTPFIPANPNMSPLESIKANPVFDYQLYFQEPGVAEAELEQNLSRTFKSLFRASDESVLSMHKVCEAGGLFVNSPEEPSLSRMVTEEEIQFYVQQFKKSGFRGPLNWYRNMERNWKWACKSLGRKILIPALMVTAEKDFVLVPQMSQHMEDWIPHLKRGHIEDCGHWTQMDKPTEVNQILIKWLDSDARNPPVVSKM
PostGolgi yeast = phenotypic screen on post-Golgi transport, primary screen. post-Golgi transport phenotypic cell assay. inhibition, % at 10 µM. hit rate 0.9% among 98,000;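 also: yeast cells grown in 1536-well plates; yeast grown about 18 h at 30C before absorbance read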
sEH act = soluble epoxide hydrolase activators, primary screen, biochemical, human sEH. hit rate 0.04% among 91,000. AID 717, 2007. activation, % at 2 µM. purified human sEH enzymatic activity, activator screen; in the data active = activation above about 37%; also: values of inactives mirror those of a sister screen read the other way
PostGolgi ctrl = growth inhibition of yeast control strain, primary screen, counter-screen for post-Golgi transport modulator project | efflux-deficient yeast background strain, growth absorbance A615, 16 h | inhibition, % at 10 µM | hit rate 5% among 98,000
Ecoli WT expand = growth inhibitors of wild-type E. coli, primary screen, strain BW25113, expanded library, OD600. OD600 absorbance. growth inhibition, % at 100 µM. hit rate 0.15% among 98,000;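 active = growth inhibition above about 50% at one test dose, limit read from the data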;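 also: growth measured after 20 h incubation at 37 °C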
S1P2 ag = S1P2 receptor agonists, primary screen, cell-based; Sphingosine 1-phosphate receptor 2 (Homo sapiens), O95136; S1P2-expressing cell line, agonist reporter read-out; activation, % at 4.5 µM; hit rate 0.46% among 97,000; in the data active = activation above about 16%;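 also: 0% = vehicle low control and 100% = maximal reference agonist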
PLAP act = PLAP enzyme activators, biochemical, luminescence, HTS | purified PLAP enzyme, luminescent substrate read-out; active compounds read high | activation fold at 20 µM | hit rate 1.2% among 96,000 | AID 696, 2007; in the data active = activation fold above about 2
Target sequence (P05187 whole entry, looked up): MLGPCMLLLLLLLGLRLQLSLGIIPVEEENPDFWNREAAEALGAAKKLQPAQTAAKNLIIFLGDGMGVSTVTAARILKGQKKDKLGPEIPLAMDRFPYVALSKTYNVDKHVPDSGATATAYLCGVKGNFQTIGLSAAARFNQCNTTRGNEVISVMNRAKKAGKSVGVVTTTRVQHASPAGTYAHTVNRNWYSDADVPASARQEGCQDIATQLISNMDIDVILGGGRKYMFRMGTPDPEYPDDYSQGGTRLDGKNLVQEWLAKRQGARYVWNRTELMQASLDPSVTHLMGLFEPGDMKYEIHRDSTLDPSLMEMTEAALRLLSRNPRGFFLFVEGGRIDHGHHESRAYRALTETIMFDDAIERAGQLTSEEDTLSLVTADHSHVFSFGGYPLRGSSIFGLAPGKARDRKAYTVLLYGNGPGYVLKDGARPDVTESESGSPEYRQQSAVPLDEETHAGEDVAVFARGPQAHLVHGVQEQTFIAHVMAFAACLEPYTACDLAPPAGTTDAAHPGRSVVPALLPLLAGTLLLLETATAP
S1P2 antag = human S1P2 receptor antagonists, primary screen, cell-based; Sphingosine 1-phosphate receptor 2 (Homo sapiens), O95136; cell-based S1P2 antagonist assay, inhibition at 5 uM; inhibition, % at 5 µM; hit rate 0.21% among 97,000; AID 736, 2007; in the data active = inhibition above about 45%;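 also: CRE beta-lactamase reporter cells expressing human S1P2 stimulated with S1P; 0% = agonist at EC80 alone and 100% = agonist plus reference antagonist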
* hit, by the source's call; nt = not tested or not shown. Rule as the data show it, unless noted: active = inhibition above about 30%; inactive = the rest.

SMILES	CD11b adhes inh	sEH inhibitor	PostGolgi yeast	sEH act	PostGolgi ctrl	Ecoli WT expand	S1P2 ag	PLAP act	S1P2 antag
O=C(c1cc2ccccc2oc1=O)N1CCN(C(=O)C2CCCO2)CC1 (stereo not drawn)	-9	7	-6	-3	1	2	-2	1.1	4
COc1ccc(C(=O)COC(=O)C(C(C)C)N2C(=O)C3C4C=CC(C4)C3C2=O)cc1 (stereo not drawn)	1	-20	11	21	-2	1	-2	1.2	-26
O=C(CSc1ccccn1)Nc1cccc(NC(=O)CSc2ccccn2)n1	3	-15	-3	14	4	-12	-5	0.9	-12
COc1ccc(CCNCc2csc3nc4ccccc4n23)cc1OC	13	-14	1	11	9	2	-6	0.9	25
Cc1ccc(SCC(=O)O/N=C(\N)c2ccc([N+](=O)[O-])cc2)cc1	nt	3	1	1	16	6	-3	0.8	-11
COc1cccc(-n2cc(C(=O)O)c3ccccc3c2=O)c1	-5	1	7	1	10	1	-12	1	-8
O=C(OCc1nnc(-c2ccccc2)o1)c1ccc2ccccc2n1	-30	3	-7	-3	-2	-6	-6	0.9	9
CC(C)OC(=O)N(C)c1ccc(C(O)(C(F)(F)F)C(F)(F)F)cc1	6	-7	-1	7	20	9	0	1.6	7
Cc1cc(Oc2ccccc2)nc(SCC(=O)Nc2ccccc2)n1	-8	-6	-10	3	7	8	-6	0.9	-15
CCOC(=O)c1cnc2cc(-c3ccc(C)cc3)nn2c1-c1ccccc1	nt	-5	6	5	17	-8	2	1	-10
Cc1ccc(N2C(=O)CC(C3CCCO3)C2=O)cc1 (stereo not drawn)	-4	4	-1	-1	3	-3	-3	0.9	-5
Cc1ccc(NC(=O)CN2C(=O)S/C(=C\c3cccn3C)C2=O)cc1	nt	-7	-5	7	-2	-4	-3	0.8	-18
CC(=O)N1CCN(Cc2nc3cc(NC(=O)Cn4nc(C)c5ccccc5c4=O)ccc3n2C)CC1	-5	14	-1	-13	3	5	0	1.2	-19
CCOc1ccc(-n2c(=O)cc(N3CCN(c4ccc(F)cc4)CC3)[nH]c2=O)cc1	-14	-4	-10	4	-2	-9	-4	1	6
c1ccc(CSc2ncnc3c2oc2ccccc23)cc1	nt	4	nt	-4	nt	nt	-6	nt	-5
Cc1nc(C(C)(C)O)n(-c2ccccc2)n1	-27	5	6	-7	27	3	0	1	-15
CC(C)c1nc2ccccc2c2nnc(SCC(=O)NCc3ccco3)n12	-9	4	12	-4	8	-2	-3	1	-12
COc1ccc(CCNC(=O)C2CC(=O)N(C3CCCC3)C2)cc1OC (stereo not drawn)	nt	10	-4	-10	2	1	-6	1.4	11
Cc1cc(C(=O)N2CCN(C/C=C/c3ccccc3)CC2)cs1	-6	-6	-2	6	-9	17	-4	1.6	-6
O=S(=O)(c1cccc(C(F)(F)F)c1)N1CCN(c2ccccc2)CC1	-7	-4	2	2	0	6	-3	0.9	1
Cc1c(Cl)cccc1N(CC(=O)N1CCCCCC1)S(C)(=O)=O	1	nt	8	nt	2	6	nt	1.1	nt
CCn1nnnc1SCC(=O)Nc1ccc2c(c1)OCCO2	nt	2	nt	4	nt	nt	-5	nt	-12
Cc1ccc(CNC(=O)C2C3C=CC(C3)C2C(=O)O)cc1 (stereo not drawn)	-8	4	-1	1	4	5	-2	0.9	-1
O=C(Nc1ccc(Cl)c(-c2nc3ccccc3[nH]2)c1)c1cccnc1	-15	0	-1	0	-4	7	-4	1.6	-28
Cc1cc(Br)cn2ccnc12	0	1	3	-1	-9	7	-7	1.1	4

More records follow.
SMILES	CD11b adhes inh	sEH inhibitor	PostGolgi yeast	sEH act	PostGolgi ctrl	Ecoli WT expand	S1P2 ag	PLAP act	S1P2 antag
O=S(=O)(Nc1ccc2c(c1)OCCO2)c1ccc2oc3ccccc3c2c1	101	0	9	1	59*	-7	-5	1.3	-30
CCOc1cc(/C=C2/NC(=O)N(Cc3ccccc3F)C2=O)ccc1O	nt	1	nt	1	nt	nt	-5	nt	0
CCc1nc(N2CCCC(C)C2)c2oc3ccccc3c2n1 (stereo not drawn)	37	4	10	-7	47*	10	-1	1.3	-2
Cc1cc(C)c(S(=O)(=O)N2CCCCC2)c(C)c1N(C)S(=O)(=O)c1ccccc1	nt	-8	3	11	10	-5	-5	1.1	26
O=C(O)Cc1ccc2[nH]c3ccc(CC(=O)O)cc3c2c1	-1	-21	-6	18	24	-3	-5	0.9	17
CCc1nnc(NC(=O)CSc2nnc(CNc3ccc(F)cc3)n2C2CCCCC2)s1	41	-14	-3	12	4	-3	-6	1.7	24
COc1cccc(/C=C2\N=C(SC)SC2=O)c1OC	6	nt	-1	nt	5	-7	nt	1	nt
Cc1cc(N2CCN(S(=O)(=O)Cc3ccccc3)CC2)n2ncnc2n1	0	-3	-2	5	8	-5	-7	0.9	19
COc1ccc(-n2c(COc3cccc(C)c3)nnc2SCC(=O)NCc2ccco2)cc1	nt	-8	-3	6	10	-19	-13	1.1	10
Cc1nnc(N(C)C(=O)Cc2ccc3c(c2)OCO3)s1	nt	-14	-1	14	6	2	-8	nt	10
CCN1CCN(c2nc3sc4c(c3c(=O)n2-c2ccc(OC)cc2)CCCCC4)CC1	nt	-4	3	4	2	3	-2	1.4	-14
Cc1ccc(-n2nc3c(N4CCN(c5ccccc5)CC4)nnc(C)c3c2C)cc1	nt	6	nt	-3	nt	nt	-2	nt	-13
NC(=O)c1nsc(C(=O)N(CC(=O)NCc2ccco2)c2ccccc2F)c1N	nt	75	nt	-75	nt	nt	-2	nt	-10
COc1ccccc1S(=O)(=O)Cc1ccc(C(=O)N2CCCC2)o1	-1	-11	-8	13	-1	3	-2	1	-13
CCOc1ccc(-c2nnc(-c3ccccc3)n2-c2ccccc2)cc1	2	-3	7	0	27	1	-8	1.7	0
Cc1ccc(C)c(NS(=O)(=O)c2ccc(NC(=O)c3ccco3)cc2)c1	nt	0	2	4	9	-3	-1	nt	-4
Cc1c(NC(=O)CCC(=O)N2CCCCC2)c(=O)n(-c2ccccc2)n1C	-15	-10	-3	8	-2	3	-2	1	25
Cc1cc2c(c(=O)o1)C1(C(=O)N(C)c3ccccc31)C(C#N)=C(N)O2 (stereo not drawn)	2	nt	2	nt	7	3	nt	1.1	nt
O=C(O)CN(c1ccccn1)S(=O)(=O)c1ccc(Cl)cc1	31	8	-2	-11	5	4	-5	1	1
Oc1[nH]c2ccccc2c1OCc1ccncc1	-18	4	-2	-4	8	3	-4	1	-10
CCCCn1c(SCC(=O)Nc2nnc(C)s2)nc2c1c(=O)n(C)c(=O)n2C	-4	-8	8	10	-5	4	-4	1.2	18
Cc1c(Cl)cccc1NC(=O)CCN1CCCCCC1	-38	10	-4	-8	9	5	-4	1.2	2
CCN(CCCNC(=O)c1cn(CC)c2ccc(S(=O)(=O)N(C)C)cc2c1=O)c1cccc(C)c1	-6	11	6	-15	6	-22	-4	1.2	-1
Cc1ccc(NC(=S)N2CCN(C3CCCCC3)CC2)cc1	-11	5	0	-3	4	4	-4	1.1	15
Cc1cc(-c2ccccc2)n2nc(C)c(-c3ccccc3)c2n1	nt	2	-9	4	1	-11	-4	0.9	-18

(cont.)
SMILES	CD11b adhes inh	sEH inhibitor	PostGolgi yeast	sEH act	PostGolgi ctrl	Ecoli WT expand	S1P2 ag	PLAP act	S1P2 antag
CCOC(=O)C1=C(C)NC(C)=C(C(=O)OCC)C1C(=O)OCC(=O)NC(C)C	-10	-3	10	2	11	0	-7	0.9	9
COc1ccc(CN2C(=O)C(O)(CC(=O)c3ccc4c(c3)OCO4)c3ccccc32)cc1OC (stereo not drawn)	12	-2	-5	4	11	-1	-1	1.3	-37
C=CCOc1c(CNc2ncn[nH]2)cccc1OCC	nt	12	nt	-8	nt	nt	-2	nt	-7
COc1ccc(C(=O)OCC(=O)c2ccc(C3CCCCC3)cc2)cc1	93	-17	10	20	3	-9	-7	0.8	20
Cc1ccnc(SCC(=O)Nc2oc(-c3ccccc3)c(-c3ccccc3)c2C#N)n1	46	-4	9	4	10	-13	0	1.1	1
CCCS(=O)(=O)NCc1cn2c(C)csc2n1	-26	1	10	2	-7	-5	-4	1.1	-13
Cc1cc([N+](=O)[O-])cnc1NC(C)c1ccccc1 (stereo not drawn)	nt	-14	-10	13	13	-5	-4	1	9
COc1cc(C)c(Cl)cc1S(=O)(=O)NCc1ccco1	-14	8	-3	-8	16	0	0	0.9	0
Cc1nn(-c2ccccc2)c(Cl)c1C(=O)Nc1ccccc1	30	-2	-1	2	8	-3	-9	1.1	0
CCOc1ccc(C(=O)OCC(=O)Nc2nc(OC)cc(OC)n2)cc1OCC	6	-16	1	16	0	-5	13	1	2
CCOc1ccc(CCNC(=O)C2CCN(c3nnc(-n4cccc4)s3)CC2)cc1OCC	-3	13	-9	-13	2	-1	-5	1.3	-13
CC(C(=O)Nc1ccc(S(=O)(=O)N2CCOCC2)cc1)N(c1ccccc1)S(C)(=O)=O (stereo not drawn)	-4	nt	24	nt	18	-1	nt	1.4	nt
CCCC(=O)OCCn1c(Br)nc2c1c(=O)[nH]c(=O)n2C	nt	-16	-1	18	14	-4	-13	nt	-5
CCN(CC)CCNC(=O)c1c(O)c2c([nH]c1=O)CCCC2	-1	-18	-5	17	5	4	-5	1	4
CCOc1ccc(N(CC(=O)Nc2ccc(C)cc2)S(=O)(=O)c2c(C)noc2C)cc1	-13	6	-4	-4	12	-7	-5	0.9	-6
Cc1ccc(C)c(C(=O)CSc2nnnn2C(C)C)c1	-21	-4	-4	8	8	6	-8	1.3	12
Cc1ccc2c(c1)c1c3n2CCCNC3CCC1 (stereo not drawn)	8	0	20	1	5	11	-15	1.1	4
Cc1ccc(C(=O)NCCN2CCOCC2)cc1	nt	0	nt	0	nt	nt	-3	nt	1
CC(=O)NN1C(=O)/C(=C/c2ccc(Br)o2)SC1=S	-13	-2	3	4	6	4	-6	0.9	14
COc1cc(NC(=O)c2cc(-c3ccco3)on2)c(OC)cc1Cl	-4	nt	-2	nt	-2	-14	-1	1	-4
CN1CCN(C(=O)c2cc(-c3cccc(Cl)c3)on2)CC1	-4	nt	0	nt	5	-8	-6	1.2	4
CCOC(=O)N1CCC(NC(=O)c2ccc3nc4ccccc4c(=O)n3c2)CC1	-4	-7	-6	6	7	-4	-2	1.2	-4
CCOC(=O)CCNc1n[nH]c(=O)[nH]c1=O	-40	0	1	0	3	0	-6	1	17
O=C(COCc1nc2ccccc2c(=O)[nH]1)NCC1CCCCC1	nt	5	nt	-6	nt	nt	-2	nt	-18
COC(=O)C1=C(C)NC2=C(C(=O)CC(C)(C)C2)C1c1ccsc1 (stereo not drawn)	nt	8	nt	-4	nt	nt	-6	nt	13
CCCCCCCCCCCC(=O)NC(C(=O)OCC)C(O)c1cccc([N+](=O)[O-])c1 (stereo not drawn)	nt	3	-5	-1	0	-13	-7	1	16
O=C(NN1C(=O)C2C3C=CC(C4CC34)C2C1=O)c1ccc(Cl)cc1 (stereo not drawn)	nt	2	0	-2	11	-5	-5	1	-13
CNC(=O)CCCCCNS(=O)(=O)c1ccc(C)cc1	nt	12	nt	-9	nt	nt	-4	nt	1
COc1cccc(/C=N/Nc2nc(Nc3ccccc3)nc(-n3nc(C)cc3C)n2)c1O	-37	-10	0	8	58*	-9	2	2.3*	-11

Record cards, as listed above. Order of values: CD11b adhes inh, sEH inhibitor, PostGolgi yeast, sEH act, PostGolgi ctrl, Ecoli WT expand, S1P2 ag, PLAP act, S1P2 antag
Profile of CCOC(=O)N1CCC(NC(=O)c2ccc3nc4ccccc4c(=O)n3c2)CC1 : -4, -7, -6, 6, 7, -4, -2, 1.2, -4
Profile of CCOc1ccc(CCNC(=O)C2CCN(c3nnc(-n4cccc4)s3)CC2)cc1OCC : -3, 13, -9, -13, 2, -1, -5, 1.3, -13
Profile of C=CCOc1c(CNc2ncn[nH]2)cccc1OCC : nt, 12, nt, -8, nt, nt, -2, nt, -7

Some values from the entries so far:
Ecoli WT expand, O=C(NN1C(=O)C2C3C=CC(C4CC34)C2C1=O)c1ccc(Cl)cc1 (stereo not drawn) : -5
S1P2 antag, Cc1ccc(NC(=S)N2CCN(C3CCCCC3)CC2)cc1 : 15
